Assay outcomes from PubChem BioAssay.
STK33 kinase inh: inhibitors of purified STK33 kinase, primary screen, biochemical, ADP-Glo luminescence, homogeneous, cell-free | Serine/threonine-protein kinase 33 (Homo sapiens), Q9BYT3 | MBP phosphorylation | inhibition, % at 10 µM | hit rate 0.073% among 320,000 | AID 2661, 2010;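 active means inhibition at or above 25%, using the most active replicate where run in duplicate; inactive means inhibition below 25%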
Target sequence (Q9BYT3 whole entry, looked up): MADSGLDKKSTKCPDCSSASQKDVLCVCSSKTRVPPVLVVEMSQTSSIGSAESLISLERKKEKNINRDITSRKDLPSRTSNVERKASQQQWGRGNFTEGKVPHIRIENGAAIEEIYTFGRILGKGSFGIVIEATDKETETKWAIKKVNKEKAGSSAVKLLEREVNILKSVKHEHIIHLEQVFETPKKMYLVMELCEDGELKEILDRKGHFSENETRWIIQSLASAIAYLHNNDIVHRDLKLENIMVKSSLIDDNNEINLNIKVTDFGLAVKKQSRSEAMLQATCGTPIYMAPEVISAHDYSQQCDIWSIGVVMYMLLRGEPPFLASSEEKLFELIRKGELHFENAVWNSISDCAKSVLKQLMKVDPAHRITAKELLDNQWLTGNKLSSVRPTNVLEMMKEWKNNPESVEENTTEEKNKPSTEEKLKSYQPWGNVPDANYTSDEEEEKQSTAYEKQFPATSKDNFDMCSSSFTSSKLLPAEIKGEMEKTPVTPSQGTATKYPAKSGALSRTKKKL
CHT PAM: CHT positive allosteric modulators, primary screen, cell-based, membrane potential dye, choline EC20 | High affinity choline transporter 1 (Homo sapiens), Q9GZV3 | CHT-expressing cells; active compounds read high; LV-AA mutant CHT in HEK293 cells | B-score at 10 µM | hit rate 0.49% among 310,000;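 active means initial fluorescence not abnormally high and integrated response B-score, plate-corrected, over 3 SD above library mean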
Target sequence (Q9GZV3 whole entry, looked up): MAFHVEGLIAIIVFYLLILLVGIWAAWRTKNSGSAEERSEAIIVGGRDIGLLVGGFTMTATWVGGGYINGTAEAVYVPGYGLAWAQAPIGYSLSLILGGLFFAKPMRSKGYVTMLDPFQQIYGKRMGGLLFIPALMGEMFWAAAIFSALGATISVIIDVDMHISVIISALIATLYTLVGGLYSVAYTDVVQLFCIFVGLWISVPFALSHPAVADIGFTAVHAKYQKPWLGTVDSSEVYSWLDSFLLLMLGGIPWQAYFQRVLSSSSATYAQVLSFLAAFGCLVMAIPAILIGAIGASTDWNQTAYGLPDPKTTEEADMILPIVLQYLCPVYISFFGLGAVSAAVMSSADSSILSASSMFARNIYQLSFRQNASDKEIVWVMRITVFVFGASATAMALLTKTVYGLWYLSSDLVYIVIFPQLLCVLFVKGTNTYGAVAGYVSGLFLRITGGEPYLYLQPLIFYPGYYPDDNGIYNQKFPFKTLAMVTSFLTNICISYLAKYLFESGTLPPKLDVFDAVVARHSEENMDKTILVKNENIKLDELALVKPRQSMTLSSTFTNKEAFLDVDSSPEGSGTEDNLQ
CHT block: inhibitors of human choline transporter CHT. High affinity choline transporter 1 (Homo sapiens), Q9GZV3. CHT-expressing cells, membrane potential dye, choline response; active compounds read low. B-score at 10 µM. hit rate 0.86% among 310,000. AID 488975, 2010;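 active means B-score over 3 SD under the library average, and starting fluorescence ratio not unusually high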;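 further: choline stimulus applied at its EC90 after an EC20 pre-addition; B-score computed on integrated fluorescence ratio after choline addition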
Active calls of the source: *; i = inactive; / = no result given.

Each structure is followed by: CHT block, STK33 kinase inh, CHT PAM
> CC(Oc1ccc(Cl)cc1Cl)C(=O)Nc1ccc2oc(-c3ccncc3)nc2c1 (stereo not given)
    i, 0.5, i
> Cc1ccc(C2C(C#N)=C(N)N(N(C)C)C3=C2C(=O)CCC3)cc1 (stereo not given)
    i, 1.0, i
> COc1ccc(N2CC(C(=O)Nc3cccc(OC(C)C)c3)CC2=O)cc1 (stereo not given)
    i, -0.4, i
> COc1cc(C(CCN2CCCC(C)C2)c2c(OC)cc(OC)c3c2OC(=O)CC3c2ccc(N(C)C)cc2)cc(OC)c1OC (stereo not given)
    -5.1*, 0.6, i
> Cc1[nH]c2ccccc2c1C(=O)C(=O)Nc1ccc2c(c1)OCO2
    i, -0.3, i
> N#C/C(=C/c1ccc(CNS(=O)(=O)c2ccccc2)o1)C(=O)NCc1ccccc1
    i, -0.4, i
> C=C(C)COc1ccc(-c2n[nH]c(C)c2-c2ccc(OC)c(OC)c2)c(O)c1
    i, -2.3, i
> Cc1cc(Br)ccc1NC(=O)CN(C)C(=O)c1cc([N+](=O)[O-])ccc1N1CCOCC1
    i, -1.1, i
> O=C(c1sc2cc(F)ccc2c1Cl)N1CCN(c2cccc(Cl)c2)CC1
    i, -1.9, i
> COc1ccc(OC)c(S(=O)(=O)NCC(c2cccs2)N2CCc3ccccc3C2)c1 (stereo not given)
    i, -0.1, i
> COc1ccc(CN2CCN(Cc3ccco3)CC2)cc1OC
    i, -1.6, i
> O=C(CCCN1C(=O)c2ccccc2C1=O)NCCCn1ccnc1
    i, 0.1, i
> COc1ccccc1C(c1c(N)n(C)c(=O)n(C)c1=O)C(C)[N+](=O)[O-] (stereo not given)
    i, -0.3, i
> O=C(NCCc1nc2ccccc2[nH]1)/C(=C/c1ccco1)NC(=O)c1ccc(Br)o1
    i, -0.2, i
> O=C(CCC1CCCN(Cc2cccc3c2OCO3)C1)NCc1ccc(F)c(F)c1 (stereo not given)
    i, -1.1, i
> O=C(CCc1nc2ccccc2s1)OCC(=O)c1ccccc1
    i, -0.8, i
> O=C(Nc1nnc(C(F)(F)F)s1)c1cccnc1
    i, 0.0, i
> N#Cc1ccc(-c2ccc3c(c2)OCO3)nc1SCC(=O)OCc1ccccc1
    i, -1.0, i
> COc1cccc(N2CC(C(=O)Nc3nnc(SCC(=O)Nc4ccc(NC(C)=O)cc4)s3)CC2=O)c1 (stereo not given)
    i, -0.7, i
> CC(=O)NCCN=C(C)c1sc2ccccc2c1O
    i, 0.7, i
> CCN(CC)C1CCN(Cc2cn[nH]c2-c2ccc(OC)c(F)c2)C1 (stereo not given)
    i, 0.8, i
> COc1ccc(-c2c(C)n([O-])c(C)c(C)[n+]2=O)cc1OC
    i, 0.9, i
> CCOC(=O)C1CCN(Cc2ccc(C(=O)OC)cc2)CC1
    i, -1.3, i
> O=c1oc2c(-c3cccc(F)c3)cc(O)cc2s1
    i, 2.2, i
> CCOC(=O)C(NC(C)=O)(Nc1cccc(F)c1)C(F)(F)F (stereo not given)
    i, -1.6, i
> Cc1ccc(C)c(NC(=O)CC2Oc3ccccc3NC2=O)c1 (stereo not given)
    i, -0.6, i
> CCOCCCn1cc(C(=O)c2cc(Br)ccc2O)cc(C#N)c1=O
    i, -1.1, i
> CCOC(=O)CCCCNCc1ccccc1
    i, -1.5, i
> CC(C)(C)n1cnc2cc(NC(=O)c3ccco3)ccc21
    i, 0.4, i
> CC1(C(=O)Nc2ccccc2)Cc2ccccc2C(=O)O1 (stereo not given)
    i, -1.9, i

Next part, overlapping the part above by 7 compounds.
Each structure is followed by: CHT block, STK33 kinase inh, CHT PAM
> O=c1oc2c(-c3cccc(F)c3)cc(O)cc2s1
    i, 2.2, i
> CCOC(=O)C(NC(C)=O)(Nc1cccc(F)c1)C(F)(F)F (stereo not given)
    i, -1.6, i
> Cc1ccc(C)c(NC(=O)CC2Oc3ccccc3NC2=O)c1 (stereo not given)
    i, -0.6, i
> CCOCCCn1cc(C(=O)c2cc(Br)ccc2O)cc(C#N)c1=O
    i, -1.1, i
> CCOC(=O)CCCCNCc1ccccc1
    i, -1.5, i
> CC(C)(C)n1cnc2cc(NC(=O)c3ccco3)ccc21
    i, 0.4, i
> CC1(C(=O)Nc2ccccc2)Cc2ccccc2C(=O)O1 (stereo not given)
    i, -1.9, i
> N#Cc1ccc(-c2cccnc2)nc1SCc1ccc(Cl)cc1Cl
    i, 0.1, i
> CC(C)(C)c1ncc(S(=O)(=O)c2ccc(C(F)(F)F)cn2)c(N)n1
    i, -1.3, i
> CCN(c1ccc(NC(=O)CN2C(=O)NC3(CCOc4ccccc43)C2=O)cc1)C(C)C (stereo not given)
    i, -1.9, i
> CN1CCN(c2sc(S(C)(=O)=O)nc2S(=O)(=O)c2ccc(Cl)cc2)CC1
    i, 0.1, i
> Nc1c(S(=O)(=O)c2ccccc2)csc1C(=O)O
    i, -1.8, i
> COc1ccc(CCN2C(=O)CSC2c2cccc([N+](=O)[O-])c2)cc1OC (stereo not given)
    i, 0.8, i
> COc1ccc(NC(=O)Cn2nnc(C(=O)NCc3ccco3)c2N)c(OC)c1
    i, -0.8, i
> O=C(N/N=C/c1ccccn1)c1sc2ccccc2c1Cl
    i, 8.1, i
> COc1cccc(CNS(=O)(=O)/C=C/c2ccc(OC)c(OC)c2)c1
    i, -1.1, i
> Cc1ccc(N2C(=O)c3cccc4c([N+](=O)[O-])ccc(c34)C2=O)c2cccnc12
    i, 0.0, i
> CC(=O)c1cccc(NC(=O)C2=CC(c3ccc4c(c3)OCO4)=NS(=O)(=O)N2C)c1
    i, -0.7, i
> CC(Oc1cccc(Cl)c1)C(=O)NC1CC(C)(C)NC(C)(C)C1 (stereo not given)
    i, -0.1, i
> CCCc1nc2ccc(NC(=O)NCCC(=O)OCC)cc2c(=O)n1Cc1ccc(Cl)cc1
    i, -0.2, i
> CSc1ccc(/C=N/N2CCN(Cc3ccc(Cl)cc3)CC2)cc1
    i, -0.8, i
> S=C(Nc1ccc(Cl)cc1)N1CCOCC1
    i, 0.4, i
> Cn1cc(S(=O)(=O)N2CCCC2)cc1C(=O)NCc1ccc(Cl)cc1
    i, 1.0, i
> COC(=O)c1ccc(COc2ccccc2/C=C/C(=O)c2ccc(OCC(=O)O)cc2)cc1
    i, 50*, i
> C=CCn1c(-c2ccc(Cl)cc2)c[nH]c1=S
    i, -1.0, i
> Cc1ccc(C)c(S(=O)(=O)N2CCN(C(=O)c3ccccc3Cc3ccccc3)CC2)c1
    i, -1.2, i
> CSc1ncccc1C(=O)OCC(=O)Nc1ccc2c(c1)OCO2
    i, 1.0, i
> NCCCCCC(=O)O
    i, -0.6, i
> CN(C(=O)COC(=O)/C=C/c1ccc(Cl)c(Cl)c1)c1c(N)n(Cc2ccccc2)c(=O)[nH]c1=O
    i, -0.6, i
> O=C(CNS(=O)(=O)c1ccc(Br)cc1)N1CCN(c2ccc(F)cc2)CC1
    i, -0.8, i
> Cc1ccc(C)c(C(=O)COC(=O)c2cc(Cl)nc3ccccc23)c1
    i, -0.7, i
> O=C1OC(N2C(=O)CC[C@H]2C(=O)NCC2CCCO2)c2ccccc21 (stereo not given in full)
    i, -0.2, i
> COc1cccc(OCCNc2cc(N3CCOCC3)ccc2[N+](=O)[O-])c1
    i, -2.3, i
> CCn1c(O)c(C=Nc2ccccc2)sc1=S
    i, 0.3, i
> COc1ccccc1CNC(=O)[C@@H]1CCCN1S(=O)(=O)c1ccc(Cl)cc1
    i, -1.4, i
> O=C(O)CCN(CCC(=O)O)c1ccccc1
    i, -0.4, i
> Cc1ccc(C2C(C#N)=C(N)Oc3cc(N)ccc32)cc1 (stereo not given)
    i, -3.1, i
> COCCCn1c(-c2ccc(Cl)cc2)n[nH]c1=S
    i, 1.2, i
> COc1cccc(CNC(=O)CCNC(=O)N2CCn3c2nc2ccccc23)c1
    i, 0.9, i
> Cc1ccc(C(=O)N2CCN(S(C)(=O)=O)C2)cc1
    i, -1.2, i
> O=C(NCc1ccc(F)cc1)C1CCCN(c2cnccn2)C1 (stereo not given)
    i, 1.1, i
> COc1cc(SC)ccc1C(=O)OCC(=O)NC1CCCCC1
    i, -1.1, i
> CC(CCc1ccccc1)NS(=O)(=O)c1ccc(Cl)c(C(=O)O)c1 (stereo not given)
    i, -3.7, i
> Oc1ccc(/C(Cc2ccc3ccccc3n2)=N\Nc2ccccc2)c(O)c1
    i, -0.2, i
> CCN1CCC(=NNC(=O)CC23CC4CC(CC(C4)C2)C3)CC1
    i, 0.0, i
> O=C(CSc1nc(O)c(Cc2ccccc2)c(=O)[nH]1)Nc1nc2c(s1)CCCC2
    i, -0.6, i
> CCN(CC(=O)NCc1cccs1)C(=O)c1ccc(S(=O)(=O)Nc2ccccc2)cc1
    i, -1.6, i
> Cc1cc2occ(CC(=O)Nc3nnc(C4CC4)s3)c2cc1C
    i, -1.3, i
> CC(=O)NNC1=Nc2ccccc2N(C)C(C)C1 (stereo not given)
    i, /, i
> Cc1ccc(CNC(=O)CSCC(=O)O)cc1
    i, -0.6, i
> O=C(NCCN1CCOCC1)c1ccc2c(c1)N(Cc1ccccc1)CCS2
    i, 6.1, i
> Cc1ccccc1-c1nc(CS(=O)(=O)CC(=O)NCCc2ccccc2)c(C)o1
    i, -1.1, i
> Cc1ccc2nc3c(cc(C(=O)NCC4CCCO4)c(=N)n3CC3CCCO3)c(=O)n2c1 (stereo not given)
    i, -1.0, i
> CC(SCc1ccccc1)C(=O)N/N=C/c1cc2c(cc1Br)OCO2 (stereo not given)
    i, -0.6, i
> Cc1nc(S(=O)(=O)N(C)Cc2ccccc2)c(C#N)c(C)c1Cl
    i, 2.9, i
> CCOCCCNC(=O)CCN1C(=O)c2ccccc2Sc2ncccc21
    i, -1.4, i
> COc1cccc(C(=O)OCc2cc(=O)oc3c(C)c(C)ccc23)c1OC
    i, -1.4, i
> O=C(/C=C/c1ccccc1)OCCN=C1NS(=O)(=O)c2ccccc21
    i, 0.4, i
> COC(=O)c1ccccc1NC(=O)CN1C(=O)C2CCCN2c2ncc(Cl)cc21 (stereo not given)
    i, 0.6, i
> COc1ccc(NC(=O)C2(c3ccc(NC(=O)c4ccc(OC)c(OC)c4)cc3)CCCC2)cc1
    i, -1.7, i
> Cc1cc(C)c2oc(C(=O)N(Cc3cccs3)C3CCS(=O)(=O)C3)cc(=O)c2c1 (stereo not given)
    i, 0.9, i
> COc1cccc(C(=O)NCC(=O)OCC(=O)Nc2ncc(Cl)cc2Cl)c1
    i, 0.6, i
> Cc1cccc(OCC(=O)Nc2ccccc2N2CCN(C(=O)C(C)C)CC2)c1C
    i, 0.3, i
> CCOC(=O)C1CCCN(C(=O)c2cc(=O)c3ccccc3o2)C1 (stereo not given)
    i, -1.5, i
> CC(NC(=O)C1CCN(S(=O)(=O)c2ccc3c(c2)NC(=O)CO3)CC1)c1ccccc1 (stereo not given)
    i, -0.5, i
> CC(=O)Nc1ccc(C(=O)N/N=C/c2ccccc2OCc2ccccc2)cc1
    i, -0.9, i
> COCCn1c(=N)c(C(=O)NCCc2ccc(OC)cc2)cc2c(=O)n3cccc(C)c3nc21
    i, -0.9, i

The list continues:
Each structure is followed by: CHT block, STK33 kinase inh, CHT PAM
> Cn1c(NC(=O)c2ccccc2)cc(=O)n(C)c1=O
    i, /, i
> CCN(CC)c1ccc(NC(=O)c2cccc(OC)c2)c(C)c1
    i, -0.9, i
> CCOC(=O)c1c(NC2OC(=O)c3c2ccc(OC)c3OC)sc(C(=O)OC(C)(C)C)c1C (stereo not given)
    i, -5.1, i
> CCOc1ccc(/C=N/NC(=S)NC2CC3C=CC2C3)cc1 (stereo not given)
    i, -2.7, i
> Cc1ccnc(NC(=O)c2cccc(S(=O)(=O)N3CCOCC3)c2)c1
    i, -0.5, i
> COc1ccc(N2C(=O)CC(NCC#N)C2=O)cc1 (stereo not given)
    i, -1.6, i
> Cc1ccc(NC(=O)c2cc(NC(=O)/C=C\C(=O)O)ccc2N2CCCCC2)cc1
    i, 1.7, i
> CC(C)NC(=O)/C=C/C(=O)O
    i, -0.9, i
> COc1ccc(C(=O)/C=C/c2ccccc2C(F)(F)F)cc1
    i, -2.5, i
> O=C(NCCO)C(=O)NCC1OCCCN1S(=O)(=O)c1ccc2c(c1)OCCO2 (stereo not given)
    i, -0.4, i
> O=C(Nc1ccccc1C(=O)N1CCOCC1)c1ccc(CSc2ccccc2)cc1
    i, -1.8, i
> CCOc1cc(/C=N/N=C(\N)c2nonc2N)cc(Br)c1OCc1cccc2ccccc12
    i, -1.7, i
> Cc1c2cccn2cc[n+]1C
    i, 0.9, 6.6*
> Cc1nn(CCCC(=O)Nc2cccnc2)c(C)c1[N+](=O)[O-]
    i, -0.3, i
> CCCCN1C(=O)N(C)C2NC(=O)NC21 (stereo not given)
    i, -1.1, i
> Cc1cc(C)n2cc(CSc3nnnn3-c3ccc(Cl)cc3)nc2n1
    i, 0.3, i
> O=C(NC1CCCC1)C(c1ccccc1)N(Cc1ccc2c(c1)OCO2)C(=O)Cc1cccs1 (stereo not given)
    i, 0.8, i
> CCC(C(=O)NC(C)(C)C)N(Cc1ccco1)C(=O)Cn1nnc(-c2ccc(F)cc2)n1 (stereo not given)
    i, -1.3, i
> CC(CCc1ccccc1)N1CCN(C)CC1 (stereo not given)
    i, -0.7, i
